Source: PubChem BioAssay
APP 5'UTR act: activators of APP 5'UTR luciferase reporter, primary screen, SH-SY5Y cells. SH-SY5Y APP 5'UTR luciferase reporter, luminescence; zero percent = DMSO vehicle wells. activation, % at 2 µM. 190,000 tested, 1% active;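 active means activation above a set limit, based on mean plus 3 SD of controls, cut at about 140% in these data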; further: values of inactives mirror those of a sister screen read the other way
FLuc inhib CS: firefly luciferase enzyme inhibitors, primary screen, artefact control for luciferase-based inhibitor screens, biochemical, luminescence, ATPLite. Luciferin 4-monooxygenase (Photinus pyralis), P08659. 10 min. inhibition, % at 10 µM. 200,000 tested, 1.5% active;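 active means inhibition above about 50% when tested at 10 µM, limit read from the data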
Target sequence (P08659 whole entry, looked up): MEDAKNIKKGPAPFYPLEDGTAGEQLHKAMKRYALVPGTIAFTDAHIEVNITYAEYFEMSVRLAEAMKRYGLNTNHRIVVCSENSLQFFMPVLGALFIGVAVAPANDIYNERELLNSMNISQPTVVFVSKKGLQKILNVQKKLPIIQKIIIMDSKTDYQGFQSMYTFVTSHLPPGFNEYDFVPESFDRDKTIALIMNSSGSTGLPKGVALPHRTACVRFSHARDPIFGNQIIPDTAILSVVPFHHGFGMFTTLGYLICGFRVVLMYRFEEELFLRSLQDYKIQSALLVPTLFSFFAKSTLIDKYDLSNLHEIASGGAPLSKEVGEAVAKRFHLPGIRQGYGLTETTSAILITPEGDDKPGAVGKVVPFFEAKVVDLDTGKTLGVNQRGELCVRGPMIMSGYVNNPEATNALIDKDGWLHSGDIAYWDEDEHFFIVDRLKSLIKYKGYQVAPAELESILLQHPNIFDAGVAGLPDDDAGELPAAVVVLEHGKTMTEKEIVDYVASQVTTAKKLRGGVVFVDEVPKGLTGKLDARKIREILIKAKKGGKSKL
STAT1 inh: STAT1 signaling inhibitors, primary screen, cell-based, HTS, luciferase reporter; NIH 3T3 STAT1-luciferase reporter, IFN-gamma, luminescence; inhibition, % at 5.5 µM; 200,000 tested, 0.35% active;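 active means inhibition above a set limit, the mean inhibition across all tested compounds plus 3 SD, cut at about 34% in these data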;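 further: 0% = IFN-gamma with DMSO and 100% = IFN-gamma with 300 µM nifuroxazide; values of inactives mirror those of a sister screen read the other way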
RAM inhibit: inhibitors of the yeast RAM network, primary screen, dse1pr::URA3 reporter, 5-FOA selection. S. cerevisiae dse1pr::URA3 reporter, 5-FOA growth OD615, 2 d; analog-sensitive cbk1-as2 kinase mutant strain. inhibition, % at 50 µM. 190,000 tested, 1.8% active;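 active means inhibition above a set limit, 3 SD over mean compound inhibition, cut at about 8.4% in these data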;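 further: 0% = DMSO-only wells with no growth and 100% = 10 µM 1-NA-PP1 full growth; inhibition rescues growth on 5-FOA so higher OD means more RAM inhibition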
STAT3 act: IL-6 driven STAT3 reporter potentiators, primary screen, U3A cells, luciferase, luminescence, MLSCN library; activation (% of control), % at 5.6 µM; 190,000 tested, 0.91% active; IL-6 STAT3-luciferase reporter; 100% = signal with IL-6 EC80 alone; AID 871, 2007;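 active means activation above the screen-wide mean of compound activation plus 3 SD, cut at about 130% in these data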;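 further: 0% = background luminescence of wells with medium and substrate only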
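Material: STAT3-luciferase reporter U3A cells. Controls: IL-6-treated wells, 100% activation. Read-out: % activation versus median of IL-6-stimulated wells. Probe or stimulus: IL-6 stimulus at 33 ng/mL final. Timing: compound 1 h, then IL-6 6 h at 37 °C. Signal: reporter luminescence signal.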
Hsp70 activator: Hsp70 transcriptional activators, primary screen, cell-based, HeLa, Hsp70 promoter luciferase, luminescence, 10 µM. HeLa Hsp70 promoter luciferase reporter; scaled: vehicle 0, proteasome-inhibitor control 100%. activation, % at 10 µM. 200,000 tested, 0.04% active. AID 1203, 2008;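 active means activation above the mean across all tested compounds plus 3 SD, cutoff set per campaign, cut at about 5.5% in these data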;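 further: 100% = MG132 at 30 µM as the positive control and 0% = DMSO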
NF-kB neuron act: activators of NF-kB expression in neurons, primary screen, cell-based, HTS | 190,000 tested, 1.6% active | AID 1239, 2008 | human neuronal cells, NF-kB reporter expression; stronger effect = higher value | fold change at 12.5 µM; in the data active means fold change above about 3.3
STAT1 act: STAT1 signaling activators, primary screen, cell-based, HTS, luciferase reporter; NIH 3T3 STAT1-luciferase reporter, IFN-gamma, luminescence; 100% = IFN-gamma alone, no compound; activation (% of control), % at 5.5 µM; 200,000 tested, 2.6% active;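 active means activation above the screen-wide mean activation plus 3 SD, cut at about 130% in these data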;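 further: raw ratio to IFN-gamma control signal so 100% means no change and 0% no light; values of inactives mirror those of a sister screen read the other way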
APP transl inh: inhibitors of APP translation via 5'UTR reporter, primary screen, APP 5'UTR luciferase, SH-SY5Y cells. SH-SY5Y APP 5'UTR-luciferase reporter, luminescence. inhibition, % at 2 µM. 190,000 tested, 0.82% active. AID 1285, 2008;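 active means inhibition above a set limit, derived from the sample mean plus 3 SD, cut at about 45% in these data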; further: values of inactives mirror those of a sister screen read the other way
STAT3 blocker: IL-6 driven STAT3 reporter inhibitors, primary screen, U3A cells, luciferase, luminescence, MLSCN library; IL-6 STAT3-luciferase reporter; host cell line lacks STAT1; inhibition, % at 5.5 µM; 190,000 tested, 0.89% active; AID 862, 2007;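 active means inhibition above the mean inhibition across all screened compounds plus 3 SD, cut at about 44% in these data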;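 further: 0% = DMSO only wells and 100% = 100 µM nifuroxazide control wells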
* hit, by the source's call; · = not tested or not shown.

Compound,APP 5'UTR act,FLuc inhib CS,STAT1 inh,RAM inhibit,STAT3 act,Hsp70 activator,NF-kB neuron act,STAT1 act,APP transl inh,STAT3 blocker
CC(NC(=O)COC(=O)CSCc1ccccc1)c1ccccc1 (stereo not drawn),3,0,-3,0.6,104,0.1,1.2,102,-3,2
CCOC(=O)C1=C(CSc2nc3c(cc2C#N)CN(C)CC3)OC(N)=C(C#N)C1c1ccncc1 (stereo not drawn),5,-8,1,1.4,102,-0.1,1.1,99,-5,-4
O=C(Nc1cccc(-c2nc3ncccc3o2)c1)c1ccco1,-11,4,-6,0.5,82,-0.4,0.74,99,11,21
CCN1CCN(C(=O)C(N)Cc2ccccc2)CC1 (stereo not drawn),-6,0,-5,2.9,105,-0.4,1.1,103,6,0
COc1ccccc1OCc1ccc(C(=O)NCCN(C)C)o1,4,5,-3,0.8,103,0.3,1,103,-4,0
O=C(NCCOc1nc(N2CCCCC2)nc(N2CCCCC2)n1)Nc1ccccc1,-14,-7,-3,3.0,91,-0.2,0.79,101,14,15
COc1ccc(C2(CNC(=O)c3cc([N+](=O)[O-])cc([N+](=O)[O-])c3)CCCC2)cc1OC,11,1,13,-0.7,104,-0.2,0.93,89,-10,-8
Cc1ccc(S(=O)(=O)NCc2ccc(C(=O)NCc3cccnc3)cc2)cc1,-20,-2,-10,2.3,104,0.8,1.2,109,20,4

The final 2 records of the part above are carried over, then new ones follow:
Compound,APP 5'UTR act,FLuc inhib CS,STAT1 inh,RAM inhibit,STAT3 act,Hsp70 activator,NF-kB neuron act,STAT1 act,APP transl inh,STAT3 blocker
COc1ccc(C2(CNC(=O)c3cc([N+](=O)[O-])cc([N+](=O)[O-])c3)CCCC2)cc1OC,11,1,13,-0.7,104,-0.2,0.93,89,-10,-8
Cc1ccc(S(=O)(=O)NCc2ccc(C(=O)NCc3cccnc3)cc2)cc1,-20,-2,-10,2.3,104,0.8,1.2,109,20,4
CN(C)CCCNC(=O)/C(=C\c1ccc(-c2ccc(Br)cc2)o1)NC(=O)c1ccccc1,-16,-12,9,2.4,84,-0.3,2.1,92,16,21
CN(C)S(=O)(=O)c1cccc(C(=O)OCC(=O)c2ccc3c(c2)NC(=O)CO3)c1,6,0,-13,8.2,97,-0.3,1.3,97,-6,12
COc1ccc(-c2cc(C(=O)O)nc3ccc4ccccc4c23)cc1OC,1,65*,-3,1.8,88,-0.3,1.3,102,-1,19
O=C(Nc1ccc(S(=O)(=O)N2CCCc3ccccc32)cc1)C1CCCO1 (stereo not drawn),4,-5,-3,1.2,122,-0.1,1.2,103,-4,-26
Cn1c2c(c(=O)n(C)c1=O)C(C(F)(F)F)(C(F)(F)F)N=C(c1ccccc1Cl)N2,16,-8,9,0.0,105,0.6,0.64,91,-16,-3
COc1ccc(C(=O)Nc2nc(C)cc(C)n2)cc1,12,-2,-8,3.7,100,-0.1,1,106,-12,2
Cc1cc(C)c[n+](C2=C([O-])c3ccccc3C(=O)/C2=N\S(=O)(=O)c2cccs2)c1,5,-5,-6,6.5,111,-0.3,0.81,108,-5,-16
O=[N+]([O-])c1ccc(Sc2nccn2Cc2ccccc2)c([N+](=O)[O-])c1,15,-6,9,2.2,92,-0.1,1.7,92,-15,14
Cc1cc(C)nc(Nc2ncc(O)n2-c2ccc(Br)cc2)n1,5,-5,6,1.2,86,-0.2,1.6,93,-5,20
CN(c1ccccc1C(=O)Nc1ccc(F)c(F)c1)S(C)(=O)=O,-23,-3,-9,0.6,101,-0.4,1.3,107,23,4
COc1ccc(N(CC(=O)O)S(C)(=O)=O)cc1OC,39,-8,1,-0.8,106,-0.4,1.2,93,-39,-4
O=c1sc(Nc2ccccc2)nc2ccccc12,19,-8,11,2.1,95,0.0,0.88,88,-19,8
CC(C)(C)N(Cc1ccccc1)C(=O)CCc1ccccc1,-1,0,-4,3.8,94,-0.3,0.96,101,1,10
CCOC(=O)C(=O)N=Nc1c(O)[nH]c2ccccc12,-3,-2,-2,0.3,104,-0.3,1.1,101,3,-8
Cc1c(Cl)c(C(=O)NNC(=S)Nc2ccccc2)nn1C,43,18,-15,2.5,85,-0.2,1.9,114,-43,19
COc1ccc(C(=O)Nc2sc(C)c(C)c2CN2CCOCC2)cc1,43,11,-27,-0.7,96,0.2,1,124,-43,5
CC1CN(CC(O)COCc2ccc3c(c2)OCO3)CC(C)O1 (stereo not drawn),28,-7,0,1.0,111,0.3,1.1,99,-28,-8
CCOC(=O)C1CCCN(C(=O)c2ccc(OCC)cc2)C1 (stereo not drawn),-5,-5,-9,1.8,98,0.1,0.94,110,5,6
CCc1nc2n[nH]c(N)c2c2c1CSC(C)(C)C2,-1,-8,2,2.7,116,-0.3,0.99,99,1,-16
COc1ccc(NS(=O)(=O)c2cc(-c3nnnn3C)ccc2OC)cc1,-4,-1,10,0.8,105,-0.1,1.1,91,4,-3
COc1ccc(NC(=O)C2CCCN(S(=O)(=O)c3cccc4cccnc34)C2)c(OC)c1 (stereo not drawn),10,-4,-2,-0.6,101,0.3,0.79,102,-10,8
Cc1ccc(NC(=O)N(Cc2ccco2)Cc2cc3cc(C)cc(C)c3nc2Cl)cc1,16,0,4,2.5,108,-0.2,1.3,96,-16,1
COc1ccc(Nc2nc(-c3ccc4c(c3)NC(=O)CO4)cs2)cc1,15,-1,-19,1.4,87,-0.3,0.96,116,-15,22
CCC(C)n1c(-c2ccco2)nc2nc3ccccc3nc21 (stereo not drawn),4,-6,-5,0.5,102,-0.2,1.6,104,-4,2
O=C(O)CCCNC(=O)c1cccc(C(=O)NCCCC(=O)O)n1,-16,-9,-3,1.4,103,-0.4,1,105,16,-6
COCCNC(=O)/C(C#N)=C/C(C)=C/c1ccccc1,-2,2,10,1.1,102,-0.2,1.1,91,2,-2
COC(=O)c1sccc1-n1cccc1C(=O)C(=O)N1CCOCC1,12,0,-7,0.6,106,0.0,1.2,104,-12,0
CCN(CC)S(=O)(=O)c1cccc(C(=O)OCC(=O)Nc2ccccc2OC(F)F)c1,-8,-5,0,4.2,105,-0.5,1.1,100,8,-6
COc1cccc(/C=N/NC(=O)c2nc(-c3ccccc3)cc(-c3ccccc3)n2)c1,16,2,2,2.7,94,-0.1,0.44,99,-16,17
CCOC(=O)C1CCN(Cc2cn[nH]c2-c2ccccc2)CC1,2,-6,-8,2.7,103,-0.2,0.94,108,-2,0
CC(C)(C)C1CCC(=NNC(=O)c2cc(-c3ccccc3)n[nH]2)CC1 (stereo not drawn),21,0,-14,-0.1,107,-0.3,1.1,113,-21,-7
O=C(Nc1ccccc1N1CCOCC1)c1cccc([N+](=O)[O-])c1,-4,-1,-2,4.3,106,0.8,0.91,102,4,-10
COCCNC(=O)/C(C#N)=C/c1ccc(SC)cc1,14,20,0,-0.7,107,-0.2,1.6,102,-14,-3
Cc1nnc(Sc2nc3c(c(=O)n(C)c(=O)n3C)n2Cc2ccccc2Cl)s1,18,·,-3,·,102,0.1,·,105,-18,0
CSc1nc(Oc2cccc(C(F)(F)F)c2)cc(C(F)(F)F)n1,12,-2,1,-0.8,106,0.1,1,99,-12,-8
O=C(O)Cn1ncc2ccccc2c1=O,-16,-3,4,1.1,97,0.1,1.6,95,16,11
COc1oc(-c2ccccc2)nc1C(F)(F)F,9,1,2,1.4,97,-0.5,1,94,-9,8
O=C(CSc1nc2ccncc2[nH]1)Nc1ccccc1C(F)(F)F,-15,-2,-2,1.4,92,-0.2,0.95,100,15,13
CCCC(=O)N1CC2(C)CN(C(=O)CCC)CC(CCC)(C1)C2=O,-8,-8,4,1.4,102,-0.5,0.94,99,8,-2
Cc1nnc(NC(=O)CSc2nnc(C)n2Cc2ccccc2)s1,-23,3,4,-0.7,96,-0.1,1.8,94,23,8
Cc1ccc(-c2nnc(SCC(=O)N/N=C/c3cccs3)n2-c2ccc(C)cc2)cc1,6,-8,-3,3.1,102,-0.4,1.3,103,-6,-3
CCCCSc1c(C)c2cc3c(cc2[nH]c1=O)OCO3,-2,-4,-1,4.1,85,-0.3,1.3,101,2,23
CCCCCOc1ccc(C(=O)NCC(=O)NCC(=O)OCC)cc1,6,-4,0,1.6,105,-0.2,1,100,-6,2
Cc1cc(NC(=O)CSc2nccn2-c2ccc(F)cc2)no1,17,-18,-4,0.9,91,-0.3,1.1,104,-17,14
C#CC[N+]1(CC#Cc2ccccc2)CCCC1,14,-3,-1,-0.6,99,-0.7,1.1,101,-14,2
O=C(CN(Cc1ccco1)C(=O)Cn1nnc(-c2cccs2)n1)NCC1CCCO1 (stereo not drawn),5,-1,1,0.4,96,-0.1,1,97,-5,7
Cc1cnn(C(=S)NCC2CCCO2)c1 (stereo not drawn),9,-5,-4,-0.1,101,-0.1,1.1,102,-9,5
Oc1oc(-c2ccccc2)nc1/C=N/c1ccccn1,73,40,-31,0.6,102,-0.2,1.9,129*,-73,3
Cn1c(=O)[nH]c(=O)c2c1nc1n2CCCS1,7,-1,1,3.0,102,0.0,1.1,99,-7,3
COc1cccc(/C=C/C(=O)OCC(=O)NCC2CCCO2)c1OC (stereo not drawn),0,-4,8,0.4,94,-0.1,1.2,93,0,3
O=C(NCCc1ccc(Cl)cc1)C1CCN(S(=O)(=O)c2cccc3nonc23)CC1,19,-2,6,3.1,93,0.1,1.1,95,-19,16
Cc1cc(C(F)(F)F)nc(CCNCc2c(C(=O)N3CCCC3)nc3ccccn23)n1,-3,-7,17,1.1,102,-0.3,0.9,84,3,3
OCCNc1nc2ccc(Cl)cc2[nH]1,5,0,-2,1.2,105,0.0,1.3,105,-5,-5
O=C(CNC(=O)c1ccccc1F)OCC(=O)N1CCCc2ccccc21,4,-2,-1,-0.1,100,0.0,1,101,-4,-5
Cc1ccc(-c2nc(COC(=O)c3c(C)noc3C)cs2)cc1,64,3,-14,3.5,74,-0.1,2.1,112,-64,38
CC1(C)Cc2c(C#N)c(SCCOc3ccccc3)nc(N3CCOCC3)c2CO1,-7,-5,-3,7.3,110,0.1,0.38,103,7,-9
Cc1cc2c(cc1C)C(=O)NC(C)(C)C2,14,-1,7,3.0,105,-0.2,0.78,93,-14,-2
COc1ccc(-n2c(C)cc(C(=O)CN3C(=O)c4ccccc4C3=O)c2C)cc1,-5,5,-37,1.8,107,-0.4,1.1,134*,5,-10
